VHR inh abs – VHR1 phosphatase inhibitors, primary screen, biochemical, absorbance, uHTS; Dual specificity protein phosphatase 3 (Homo sapiens), P51452; recombinant VHR phosphatase, pNPP absorbance; inhibition, % at 13.3 µM; hit rate 0.52% among 290,000; AID 1654, 2009; in the data active = inhibition above about 50%; note: some compounds called inactive have numbers as strong as hits
GDH-TPI inh – GDH-TPI coupling enzyme inhibitors, primary screen, artefact control for M. tuberculosis FBA inhibitor project, biochemical, absorbance, full deck | GDH-TPI coupled enzyme counterscreen, NADH absorbance | inhibition, % at 4.8 µM | hit rate 1.2% among 360,000 | AID 588335, 2011; in the data active = inhibition above about 30%;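 note: 0% = DMSO wells and 100% = wells lacking the enzyme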
Rv3671c inh – Rv3671c serine protease inhibitors, primary screen, biochemical, fluorescence polarization, M. tuberculosis H37Rv | P9WHR9 | hit rate 0.048% among 320,000 | inhibition, % at 5.96 µM; in the data active = inhibition above about 38%;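 note: extracellular domain of Rv3671c used as enzyme; 0% = enzyme with DMSO and 100% = no enzyme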
Target sequence (P9WHR9 whole entry, looked up, the tested form may be a part): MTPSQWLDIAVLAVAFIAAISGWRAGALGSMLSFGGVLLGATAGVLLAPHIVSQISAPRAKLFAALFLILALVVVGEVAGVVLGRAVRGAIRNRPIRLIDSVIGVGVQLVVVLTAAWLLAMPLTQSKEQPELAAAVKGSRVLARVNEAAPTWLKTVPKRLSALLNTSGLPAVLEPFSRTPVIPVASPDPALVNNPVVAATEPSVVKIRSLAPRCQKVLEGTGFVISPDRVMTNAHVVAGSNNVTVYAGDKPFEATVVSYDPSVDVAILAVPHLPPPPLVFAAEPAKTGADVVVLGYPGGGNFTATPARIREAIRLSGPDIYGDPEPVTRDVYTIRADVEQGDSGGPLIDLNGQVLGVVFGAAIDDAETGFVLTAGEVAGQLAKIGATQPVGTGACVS
UGM FP inh – M. tuberculosis UGM enzyme inhibitors, primary screen, biochemical, fluorescence polarization, single point | hit rate 0.06% among 320,000 | purified UGM, fluorescence polarization probe displacement | UDP-galactopyranose mutase (Mycobacterium tuberculosis (strain ATCC 25618 / H37Rv)), … | inhibition, % at 10 µM; in the data active = inhibition above about 10%, passing the limit was not always enough
Target sequence (P9WIQ1 whole entry, looked up): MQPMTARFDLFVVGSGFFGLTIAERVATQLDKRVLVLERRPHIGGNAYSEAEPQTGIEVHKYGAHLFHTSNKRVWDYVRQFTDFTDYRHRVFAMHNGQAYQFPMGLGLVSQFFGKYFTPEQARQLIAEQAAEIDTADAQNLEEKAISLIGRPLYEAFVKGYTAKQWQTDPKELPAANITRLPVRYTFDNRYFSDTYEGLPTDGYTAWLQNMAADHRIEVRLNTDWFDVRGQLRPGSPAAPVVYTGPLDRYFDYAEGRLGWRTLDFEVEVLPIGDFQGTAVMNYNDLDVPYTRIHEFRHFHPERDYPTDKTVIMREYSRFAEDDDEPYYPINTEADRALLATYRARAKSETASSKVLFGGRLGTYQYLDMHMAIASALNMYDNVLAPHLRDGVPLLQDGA
BioA inh – M. tuberculosis BioA enzyme inhibitors, primary screen, biochemical, plate reader, single point, HTS. 7,8-diaminopelargonic acid synthase BioA (Mycobacterium tuberculosis). purified M. tuberculosis BioA enzyme. inhibition, % at 9.99 µM. hit rate 0.096% among 360,000; in the data active = inhibition above about 40%
MazEF act – activators of E. coli MazEF toxin-antitoxin RNase, primary screen, biochemical, fluorescence, uHTS. AID 504720, 2011. Endoribonuclease toxin MazF (Escherichia coli (strain K12)), P0AE70. FAM/BHQ RNA-DNA oligo cleavage fluorescence, 5 h. activation, % at 20 µM. hit rate 0.32% among 350,000; in the data active = activation above about 50%
Target sequence (P0AE70 whole entry, looked up): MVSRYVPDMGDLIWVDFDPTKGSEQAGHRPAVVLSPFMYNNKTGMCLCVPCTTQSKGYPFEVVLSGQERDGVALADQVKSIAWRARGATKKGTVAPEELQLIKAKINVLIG
PriA SSB inh – inhibitors of Klebsiella pneumoniae PriA binding to SSB C-terminal tail, primary screen, biochemical, AlphaScreen. hit rate 0.6% among 430,000. AlphaScreen SSBct-PriA binding, biotinylated peptide. PriA–SSB C-terminal tail interaction (Klebsiella pneumoniae). inhibition, % at 33 µM; in the data active = inhibition mostly above about 37%, no sharp cut-off; inactive = mostly below about 20%;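 note: plate controls were negative control peptide for no effect and reference peptide for full effect; strong numbers were not always called active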
Mtb FBA inh – Mtb FBA enzyme inhibitors, primary screen, biochemical, fluorescence, strain H37Rv | hit rate 2.3% among 360,000 | Fructose-bisphosphate aldolase (Mycobacterium tuberculosis (strain ATCC 25618 / H37Rv)), … | purified M. tuberculosis FBA, fluorescence read-out | inhibition, % at 1 µM; in the data active = inhibition above about 27%;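 note: 0% = vehicle and 100% = reference inhibitor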
3CLpro inhibitor – SARS-CoV 3CLpro protease inhibitors, primary screen, biochemical, quenched FRET | Replicase polyprotein 1ab (Severe acute respiratory syndrome coronavirus), P0C6X7 | recombinant SARS-CoV 3CLpro, quenched FRET peptide cleavage | inhibition, % at 6 µM | hit rate 0.14% among 290,000; in the data active = inhibition above about 12%
Vc quorum ag – inducers of Vibrio cholerae quorum light production without autoinducers, primary screen, BH1578 luxS cqsA deficient, single point | V. cholerae BH1578 lux reporter, luminescence, 6 h | hit rate 0.16% among 350,000 | activation, % at 18.7 µM; in the data active = activation mostly above about 9.7%, no sharp cut-off; note: not every result past the cut was called active; inactives centre near 0; reference of the scale not given here
* hit, by the source's call; i = inactive; . = not tested or not shown.

Sequence of screens – VHR inh abs	GDH-TPI inh	Rv3671c inh	UGM FP inh	BioA inh	MazEF act	PriA SSB inh	Mtb FBA inh	3CLpro inhibitor	Vc quorum ag
COC(=O)C(O)(CC(=O)c1ccc(OC)cc1)C(F)(F)F (configuration not stated)
→ -13	2	0	0.4	1.0	0	-18	0	2	i
CCn1c(CNc2ccc(C)cc2)nnc1SCC(=O)NCc1ccccc1
→ 6	-6	0	2.9	11	-9	-1	0	1	-0.5
CCN(CC)c1ccc(C(=O)NN)cc1
→ 16	16	10	1.0	.	10	9	3	3	i
CCOc1ccccc1CNC(=O)Cn1ccc2cc(S(=O)(=O)N3CCCCCC3)ccc21
→ -8	3	-2	0.1	-0.2	2	-17	9	2	i
O=C(CN1C(=O)NC2(CCCc3ccccc32)C1=O)N1CCc2ccccc2C1 (configuration not stated)
→ 10	10	2	-2.9	3.7	5	-4	-1	8	i
CCn1c(=S)sc2c(=O)n(-c3ccccc3)c(=S)[nH]c21
→ 8	35*	3	0.1	.	-6	-9	0	-3	-0.5
O=C(Nc1nnc(C2CC2)s1)c1cc([N+](=O)[O-])ccc1N1CCCCC1
→ -2	10	-16	-3.2	-0.3	3	21	-6	-1	-0.6
CCN(CC)CCNc1ccnc2cc(Cl)ccc12
→ 13	1	1	-11	-0.5	5	-6	12	-4	i
CCCCn1c(SCC(=O)N(C)C2CCS(=O)(=O)C2)nc2cc(S(N)(=O)=O)ccc21 (configuration not stated)
→ 7	8	-4	0.5	2.8	6	-6	1	-7	-0.4
CC(C)(C)c1ccc(Oc2ccc(N)cc2)cc1
→ 7	3	3	-0.7	-1.0	5	9	-2	-1	i
CC(C)C(=O)Nc1ccc(C(=O)Nc2nnc(C(C)C)s2)cc1
→ 21	-3	-2	0.7	0.2	7	-7	-1	-2	-0.9
COc1ccc(C(=O)OCc2nc(N)nc(Nc3ccccc3C)n2)cc1OC
→ 15	9	1	1.6	.	-6	-7	5	1	-0.2
O=C(NCC(c1ccco1)N1CCOCC1)c1ccccc1 (configuration not stated)
→ .	3	6	-1.8	-6.0	-14	-7	3	.	i
O=C(Nc1ccccc1)NC1(C(=O)NCCCN2CCOCC2)CCCCC1
→ 13	2	1	0.4	-0.9	3	-16	4	2	-0.3
CCN(CC)S(=O)(=O)c1ccc(-n2cnnn2)c(C)c1
→ 12	-4	-10	1.6	-1.0	3	0	-1	-3	i

(continued)
Sequence of screens – VHR inh abs	GDH-TPI inh	Rv3671c inh	UGM FP inh	BioA inh	MazEF act	PriA SSB inh	Mtb FBA inh	3CLpro inhibitor	Vc quorum ag
O=C1CC(Nc2ccc(N3CCOCC3)cc2)C(=O)N1c1ccccc1 (configuration not stated)
→ 25	8	-1	-0.5	-0.9	12	11	-1	-1	6.7
CCCC[C@@H](CN[C@H](C)CNC)NCC1CCC(C(C)(C)C)CC1 (some centres not stated)
→ 29	.	1	0.4	.	25	-6	.	4	.
CC1Cc2ccccc2N1C(=O)CSc1ncccc1C(=O)O (configuration not stated)
→ 14	-6	1	1.4	-1.1	3	-5	-1	-7	-4.5
COc1ccc(CNC(=S)Nc2ccccc2)cc1Cl
→ -10	2	1	-2.6	1.3	-6	-5	2	1	i
CCc1ccc2[nH]c(C(=O)Nc3ccc(Br)c(C)n3)cc2c1
→ -16	0	.	.	-2.5	-6	5	6	4	0.0
O=C(NCc1ccccc1)N1CCOc2ccccc21
→ -8	-2	.	-2.4	-0.9	3	-23	0	-2	0.6
Cc1ccc(Oc2ccc(NS(=O)(=O)c3cccc(C(=O)O)c3)cc2)cc1
→ .	7	-5	3.6	1.7	-44	2	3	.	i
NS(=O)(=O)c1ccc(NC(=O)/C=C/c2ccc(S(=O)(=O)NCc3ccco3)cc2)cc1
→ -3	12	-58	0.5	-2.3	-27	3	1	-6	-0.3
CCCCNC(=S)Nc1ccc(F)cc1
→ 13	-1	3	1.0	.	-6	-10	-2	1	-0.5
Nc1ccc2nc(-c3cccc(-c4nc5ccc(N)cc5[nH]4)n3)[nH]c2c1
→ 6	18	1	-2.7	2.2	9	-9	-1	-6	i
CN(CC(=O)Nc1ccc(OC(F)(F)F)cc1)C(=O)C1CCC1
→ .	-3	-9	-1.4	0.2	6	-4	1	.	19*
Cc1ccc(NCc2n[nH]c(=S)n2-c2ccccc2)cc1
→ 14	-2	-5	1.2	.	4	9	1	0	-0.3
CC(C)OCCCNC(=O)c1cccc(NC(=O)c2ccccc2)c1
→ -2	-11	-4	0.0	1.4	6	-8	2	2	-0.4
CCOC(=O)c1c(C(F)(F)C(F)(F)C(F)(F)C(F)(F)F)n[nH]c1C
→ 8	-3	0	1.5	1.1	3	-6	2	-1	i
O=S(=O)(NC1CC2CCC1C2)c1ccc(Br)cc1 (configuration not stated)
→ 34	3	-16	-2.1	-2.6	-36	-14	1	-1	-0.8

As entered above:
Under PriA SSB inh, `CCCC[C@@H](CN[C@H](C)CNC)NCC1CCC(C(C)(C)C)CC1` (some centres not stated) is entered as -6
Under UGM FP inh, `O=S(=O)(NC1CC2CCC1C2)c1ccc(Br)cc1` (configuration not stated) is entered as -2.1

Going on with the list:
Sequence of screens – VHR inh abs	GDH-TPI inh	Rv3671c inh	UGM FP inh	BioA inh	MazEF act	PriA SSB inh	Mtb FBA inh	3CLpro inhibitor	Vc quorum ag
COc1ccc(NC(=O)CCCC(=O)c2ccccc2)c(OC)c1
→ 11	0	2	-0.7	0.6	-6	1	3	3	i
CC(=O)Nc1ccc(S(=O)(=O)N2CCN(S(=O)(=O)N3CCCCC3)CC2)cc1
→ 38	10	-7	1.5	.	-2	-1	7	2	1.2
COc1ccc(C2=NN(C3=NN=C(N)Cc4ncnn43)C(O)(C(F)(F)F)C2)cc1 (configuration not stated)
→ 12	3	1	1.0	.	7	16	19	4	-0.6
O=C(O)c1ccccc1C(=O)N(Cc1ccccc1)Cc1ccccc1
→ 23	5	10	1.1	0.2	-2	-14	2	1	-0.3
CCOC(=O)CCn1nc(-c2ccc(C)cc2)c2ccccc2c1=O
→ 23	4	11	1.1	.	3	0	3	5	-0.9
Cc1nc2ccccn2c1C(=O)Nc1ccc2c(c1)OCCO2
→ 36	3	2	-1.3	14	3	-10	-3	-4	-0.4
CCOC(=O)C1CCN(C(c2cc3c(C)ccc(C)c3[nH]c2=O)c2nnnn2C2CCCCC2)CC1 (configuration not stated)
→ 20	2	-2	-2.2	.	-6	4	-1	6	21
Cc1ccc(N2CC(C(=O)Nc3cc(C)ccc3F)CC2=O)cc1 (configuration not stated)
→ -5	-2	-6	-3.7	0.8	2	-20	0	-1	-0.6
O=C(O)C1C2C=CC(C3CC23)C1C(=O)NCCc1ccccc1 (configuration not stated)
→ 6	-12	-3	0.1	0.1	1	-4	-1	2	.
CC1=C(C(=O)Nc2ccccc2)C(c2ccncc2)C(C#N)=C(SCC(=O)NC(C)C)N1 (configuration not stated)
→ -10	-2	-10	1.6	.	6	-15	2	-2	-0.2
CCC(NC(=O)CCc1c(C)c2cc3c4c(oc3cc2oc1=O)CCCC4)C(=O)O (configuration not stated)
→ -16	7	-8	-2.1	0.8	0	-5	9	1	-1.4
CSc1ccccc1C(=O)NCCCn1ccnc1
→ 54*	14	-3	0.1	10	6	-4	-2	2	i
CCOc1cc(N2CCOCC2)c(OCC)cc1NC(=O)c1oc2ccccc2c1C
→ 48	-3	3	0.6	1.0	4	-10	0	-1	-0.2
O=C(O)CCCCCN1C(=O)C(=O)/C(=C(/O)c2ccccc2)C1c1ccccc1 (configuration not stated)
→ 11	15	.	.	-3.1	3	.	-1	-1	i
O=C(CCCN1C(=O)CCC1=O)Nc1ccccc1F
→ -11	0	6	6.9	-2.1	-2	-6	1	1	-0.1

Complete entries, looked up by structure:
O=C(O)CCCCCN1C(=O)C(=O)/C(=C(/O)c2ccccc2)C1c1ccccc1 (configuration not stated) reads VHR inh abs = 11; GDH-TPI inh = 15; Rv3671c inh = .; UGM FP inh = .; BioA inh = -3.1; MazEF act = 3; PriA SSB inh = .; Mtb FBA inh = -1; 3CLpro inhibitor = -1; Vc quorum ag = i
COc1ccc(NC(=O)CCCC(=O)c2ccccc2)c(OC)c1 reads VHR inh abs = 11; GDH-TPI inh = 0; Rv3671c inh = 2; UGM FP inh = -0.7; BioA inh = 0.6; MazEF act = -6; PriA SSB inh = 1; Mtb FBA inh = 3; 3CLpro inhibitor = 3; Vc quorum ag = i

Next part:
Sequence of screens – VHR inh abs	GDH-TPI inh	Rv3671c inh	UGM FP inh	BioA inh	MazEF act	PriA SSB inh	Mtb FBA inh	3CLpro inhibitor	Vc quorum ag
O=[N+]([O-])c1ccc(/C([O-])=C(/C(=S)Nc2ccccc2F)[n+]2ccccc2)cc1
→ 23	24	-9	-1.8	-0.5	14	-2	2	2	-0.7
O=C(Cn1c(=O)n(CC2CS2)c2ccccc21)N1CCCCC1 (configuration not stated)
→ -11	3	5	0.2	1.6	2	-13	1	0	0.4
CCN(CC(=O)NCCCN1CCOCC1)S(=O)(=O)c1ccc(F)cc1
→ 33	-1	6	-2.2	-0.6	11	1	1	3	-0.5
CCc1cc(C(=O)Nc2ccccc2)cs1
→ -9	3	1	2.2	-0.1	7	-15	4	1	i
CCOC(=O)c1c(NC(=O)CC2SC(N)=NC2=O)sc(C)c1C (configuration not stated)
→ 22	10	11	1.0	.	0	.	-2	-1	i
COc1ccc(-c2nnc3sc(COc4ccc(C)cc4)nn23)cc1
→ 19	8	-5	-1.4	-0.8	30	-13	0	3	0.9
COc1ccc(/C=C(/NC(=O)c2ccccc2)C(=O)NCC2CCCO2)cc1 (configuration not stated)
→ 30	-3	13	2.2	-2.9	5	4	0	-3	-0.3
O=C(Nc1ccc2c(c1)OCO2)c1c(F)cccc1F
→ -1	6	2	2.0	.	2	-10	-1	-2	-0.4
CCCCCCn1c(=O)[nH]c2nc3cc(N)ccc3nc2c1=O
→ 26	.	-22	2.6	.	364*	-6	.	-7	.
CN1C(=O)NC(=O)/C(=C\c2ccc([N+](=O)[O-])o2)C1=O
→ 17	7	-12	2.8	-1.2	-15	-1	-4	0	-0.2
N#CC1=C(N)Oc2n[nH]c(-c3cccs3)c2C1C1C=CCCC1 (configuration not stated)
→ 33	-1	-21	-2.3	-1.2	7	-6	1	-4	-0.7

This is a subset; count on the stated rates, not on these rows.
